CCT chaperon mod – modulators of cytosolic chaperonin (CCT/TRiC) activity; purified chaperonin ATPase assay, HTRF ADP detection, 30 min; activity change, % (no concentration beside the values), hits read low; 360,000 compounds, 0.3% hits; in the data active means activity change below about -30%; further: on the % scale 0 is the no-effect control and ±100 the full control effect
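We incubate TRiC, 40 or 20 nM final, with library compounds at 76 uM and 10 uM ATP for 30 min at 37 °C. ADP formed is detected with Transcreener HTRF reagents after 30 min at room temperature.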
pAkt inh – Akt phosphorylation inhibition | Neuro2A IGF-stimulated pAkt S473 HTRF, 20 min; hits give low values | activity change, % for hits at 50 µM | 360,000 compounds, 0.32% hits; in the data active means activity change below about -80%; inconclusive means mostly about -51% to -80%; further: on the % scale 0 is the no-effect control and ±100 the full control effect
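Neuro2A cells in DMEM with 0.5% FBS, overnight at 37 deg C, given compound at single 50 µM final, then IGF (6 nM final) for 20 min at 37 deg C. Lysed; phospho-Akt Ser473 by HTRF after 24 h, 665/615 ratio.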
MmCpn inh – M. maripaludis TRiC chaperonin inhibition; AID 504842; Potency, µM (doses to about 76.9 µM), for the others: top-dose activity, negative = inhibition, hits mostly inhibitors; purified Mm-Cpn ATPase, ADP Transcreener TR-FRET; 330,000 compounds, 0.031% hits; further: potency means the concentration at half of the fitted maximal effect; on the % scale 0 is the no-effect control and ±100 the full control effect; nearly all actives have a fitted effect of over 80% in size
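25 nM Mm-CPN + cpd, 10 min 37°C; + 10 uM ATP, 30 min 37°C; buffer 30 mM Tris pH 7.4, 100 mM KCl, 5 mM MgCl2, 1 mM DTT; Transcreener ADP HTRF detection 30 min RT.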
Nrf2 block – blocks Nrf2 signaling. 360,000 compounds, 2.1% hits. A549 ARE-Fluc reporter, luciferase luminescence, 18-24 h. Potency, µM (series often up to 46 µM), for inactives: at the highest dose activity change, negative = inhibition, most hits filed as inhibitors. AID 504444; further: potency means the concentration at half of the fitted maximal effect; on the % scale 0 is the no-effect control and ±100 the full control effect; nearly all actives have a fitted effect of over 60% in size
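A549 ARE_Fluc cells, 5000/well, 5% FBS OPTI-MEM; compounds in dose-response, 18-24 h at 37 °C/5% CO2; CellTiter-Fluor viability read (Ex 405/Em 525), then BugLite luciferase luminescence = Nrf2 activity.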
Nrf2 activator – activates Nrf2 signaling | AREc32 ARE-luciferase reporter (MCF7-derived line), luminescence, 24 h | Potency, µM (doses to about 46.1 µM), for inactives: at the top dose activation, usual class: activators | 410,000 compounds, 0.31% hits | AID 624171; further: potency means the concentration at half of the fitted maximal effect; % of control where 0% means no effect; nearly all actives have a fitted effect of over 65% in size
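Steps: seed AREc32_Fluc cells (1000/well, 5% FBS OPTI-MEM); incubate overnight at 37 deg C; add 23 nL compound; incubate 24 hr; add Steady-Glo; hold 30 min RT; read luminescence.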
A549 viability – kills or reduces viability of A549 cells in Nrf2 counter-screen. A549 ARE-Fluc cells, CellTiter-Fluor viability, 18-24 h. Potency, µM (series often up to 46 µM), for inactives: at the highest dose activity change, negative = cytotoxicity, hits mostly inhibitors. 390,000 compounds, 0.16% hits. AID 504648; further: potency means the concentration at half of the fitted maximal effect; on the % scale 0 is the no-effect control and ±100 the full control effect
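A549 ARE_Fluc cells in 5% FBS OPTI-MEM were exposed to compounds in concentration-response for 18-24 h at 37 deg C. Viability was read by CellTiter-Fluor fluorescence (Ex 405/Em 525) after 30 min, before the luciferase read.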
TGFb SMAD3 inh – inhibitors of TGF-b signaling; 410,000 compounds, 1.2% hits; Potency, µM (titrated, usually from 46.1 µM), for the others: at the highest dose activity, negative = inhibition, actives largely listed as inhibitors; HepG2 CAGA-GFP TGF-b/SMAD3 reporter, GFP fluorescence, 18 h; TGF-beta stimulated, 500 pg/mL final; further: potency means the concentration at half of the fitted maximal effect; on the % scale 0 is the no-effect control and ±100 the full control effect; nearly all actives have a fitted effect of over 65% in size
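Inhibition of TGF-beta-driven CAGA-GFP reporter expression in HEPG2 cells is measured by cellular GFP fluorescence after 18 h stimulation with 500 pg/mL recombinant TGF-beta in 1% FBS medium at 37 degrees C.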
ATXN viability – viability counter-screen for ATXN expression inhibitors; S2 cells (HEK-293 line with an ATXN2-luciferase reporter) viability, CellTiter-Fluor protease fluorescence, 24 h; Potency, µM (series often up to 56.7 µM), actives largely listed as cytotoxic; 400,000 compounds, 0.49% hits; further: potency means the concentration at half of the fitted maximal effect; nearly all actives have a fitted effect of over 40% in size
HepG2 viability – HepG2 cytotoxicity, counter-screen for TGF-b inhibitors; HepG2 CAGA-GFP viability, ATP luminescence, 18 h; Potency, µM (highest dose often 46.1 µM), inactives show at the highest dose activity change, negative = cytotoxicity, hits mostly cytotoxic; 410,000 compounds, 0.76% hits; further: potency means the concentration at half of the fitted maximal effect; some results filed as inactive show a strong effect at the top dose
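CellTiter-Glo luminescence gave cytotoxicity after 18 hours at 37 degrees C. The cells were HepG2 CAGA-GFP in 1% FBS DMEM, stimulated with 500 pg/mL TGF-beta after compound addition. %Activity was normalised to no-cell wells (complete cell-killing) and DMSO (no toxicity), and curves were fitted and classified.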
* marks the source's active call; other numbers are inactive results; i = inactive; ? = inconclusive; nt = not tested or not shown; & = joins results of further samples. Unless noted, the call rests on the fitted dose curve; in most records, active means well fitted curve in the direction sought with a large enough effect; inconclusive means small, poorly fitted or top-dose-only effect, or another doubt; inactive means no such curve, though single readings can be large; an effect the other way counts as inactive or inconclusive.

| cpd | Structure | CCT chaperon mod | pAkt inh | MmCpn inh | Nrf2 block | Nrf2 activator | A549 viability | TGFb SMAD3 inh | ATXN viability | HepG2 viability |
| --- | --- | --- | --- | --- | --- | --- | --- | --- | --- | --- |
| 1 | COCCn1c(N)c(C(=O)OCc2ccccc2)c2nc3ccccc3nc21 | 0.7 | i | -4% | ? | 0.2% | nt | -24% | i | 12% |
| 2 | O=c1cc(-c2ccc(O)cc2)oc2cc(O)c([C@@H]3O[C@H](CO)[C@@H](O)[C@H](O)[C@H]3O)c(O)c12 | -2.1 | i | 0% | -3% | 0.1% | -14% | -1% | i | -9% |
| 3 | O=C(CCCOc1ccc(Cl)cc1)Nc1ccc(N2CCOCC2)cc1 | -1.2 | i | 0% | -13% | 0.0% | 6% | 5% | i | -2% |
| 4 | COc1ccc(NC(=O)CC(c2ccc(F)cc2)c2ccc(OC(C)C)cc2)cc1 (stereo unspecified) | 1.5 | i | 0% | -4% | -0.5% | -1% | -9% | i | -11% |
| 5 | CN(CC(=O)O/N=C(\N)c1cccc([N+](=O)[O-])c1)S(=O)(=O)c1ccccc1 | -3.8 | i | 2% | ? | 0.2% | -4% | 27% | i | -10% |
| 6 | COc1ccc(C(=O)ON=C2C=C(C)C(=O)C(C)=C2)cc1 | -1.3 | i | 1% | 5% | 0.4% | 2% | -2% | i | -11% |
| 7 | CCc1cc(OCCCSc2nc(C)cc(=O)[nH]2)ccc1Cl | -2.5 | i | 0% | ? | 1.9% | 1% | -24% | i | -30% |
| 8 | CCCCOCP(=O)(CCCC)COCCCC | -3.4 | i | 0% | nt | 0.1% | -3% | 2% | i | 2% |
| 9 | O=C(CN1C(=O)c2ccccc2S1(=O)=O)NCCSC1CCCCC1 | 2.3 | i | -1% | nt | -0.2% | 6% | -16% | i | -6% |
| 10 | CCOC(=O)c1c(C)[nH]c(C)c1S(=O)(=O)N1CCCC(C(=O)N2CCN(c3ccccc3F)CC2)C1 (stereo unspecified) | nt | nt | nt | nt | -0.1% | 1% | -2% | i | 1% |
| 11 | CCCn1c(N)c(C(=O)CN(C)CC(=O)Nc2ccccc2CC)c(=O)[nH]c1=O | 2.7 | i | 0% | -14% | -0.4% | 2% | ? | i | -22% |
| 12 | O=C(OCc1ccco1)c1cccnc1 | -8.0 | i | -3% | 2% | 0.2% | -2% | 1% | i | -14% |
| 13 | COc1ccc(-c2noc(CN(C)C(=O)c3ccc4c(c3)OCO4)n2)cc1 | -1.1 | i | -2% | ? | 0.1% | -14% | -3% | i | 0% |
| 14 | CCCc1cc(=O)c2c(O)ccc(OC)c2o1 | -1.8 | i | -3% | 7% | -0.9% | -1% | -3% | i | -1% |
| 15 | N#C/C(=C/c1cccc(C(F)(F)F)c1)c1nc(CCN2C(=O)c3ccccc3C2=O)cs1 | 2.6 | i | 3% | 2% | -0.2% | -5% | ? | i | 8% |
| 16 | CN(C)/C=C(/C(=O)c1ccc(Cl)c(Cl)c1)c1nnnn1-c1ccccc1 | -2.0 | i | -10% | 13% | 0.5% | 0% | -26% | i | -25% |
| 17 | N=C1C(c2ccccc2)=C(O)CN1c1ccc2c(c1)OCO2 | 0.9 | i | -4% | 11% | 0.2% | -7% | -9% | i | -7% |
| 18 | Cc1cc(Nc2c(C#N)c(N)nn2C)ccc1F | -0.7 | i | -4% | -2% | -0.1% | 1% | 0% | i | -3% |
| 19 | COc1ccccc1CNC(=O)[C@@H](NC(=O)C1CCN(C(=O)[C@@H]2CCCN2)CC1)C(C)C | 0.1 | i | -4% | 5% | -1.3% | -6% | 25% | i | 0% |
| 20 | C[C@@H]1CN([C@H](C)CO)C(=O)Cc2cc(NC(=O)CCC(F)(F)F)ccc2O[C@@H]1CN(C)S(=O)(=O)c1ccccc1 | -1.1 | i | nt | -16% | -0.7% | 0% | -13% | i | -5% |
| 21 | O=C(NCc1ccco1)c1noc2c1CCCC2 | 0.8 | i | 3% | 9% | 2.1% | -12% | -17% | ? | 12% |
| 22 | CCOC(=O)C1CCCN(CC(=O)Nc2cc(C)c3c(=O)oc4ccccc4c3n2)C1 (stereo unspecified) | nt | nt | nt | 5% | 29% | -3% | -3% | i | 5% |
| 23 | CCN(C(=O)CSc1nnc(C)n1-c1ccc(C)cc1)c1c(N)n(Cc2ccccc2)c(=O)[nH]c1=O | -1.9 | i | nt | 1% | -0.9% | 2% | 1% | i | 0% |
| 24 | CC(=O)N1CCc2cc(S(=O)(=O)CCC(=O)NCc3cccs3)ccc21 | -1.7 | i | 2% | -10% | 1.6% | 0% | 8% | i | 1% |
| 25 | CC(NC(=O)CSc1ccc(S(=O)(=O)N2CCOCC2)cn1)c1ccc(Cl)cc1Cl (stereo unspecified) | 1.1 | i | nt | ? | -0.2% | -1% | -27% | i | -7% |

Brought forward from above: four entries; new compounds follow.
22) CCOC(=O)C1CCCN(CC(=O)Nc2cc(C)c3c(=O)oc4ccccc4c3n2)C1 (stereo unspecified)
23) CCN(C(=O)CSc1nnc(C)n1-c1ccc(C)cc1)c1c(N)n(Cc2ccccc2)c(=O)[nH]c1=O
24) CC(=O)N1CCc2cc(S(=O)(=O)CCC(=O)NCc3cccs3)ccc21
25) CC(NC(=O)CSc1ccc(S(=O)(=O)N2CCOCC2)cn1)c1ccc(Cl)cc1Cl (stereo unspecified)
26) Cc1c(C)c2cc(Cl)c(OC(C)C(=O)NCCN3CCOCC3)cc2oc1=O (stereo unspecified)
27) CC(C)(C)NC(=O)c1nn(Cc2ccccc2)c(=O)c2ccccc12
28) Cc1ccc(C(=O)Oc2ccc(-c3nccc(-c4ccccn4)n3)cc2)cc1
29) Cc1cccc(NC(=O)CCNC(=O)c2ccccc2)c1
30) COc1ccc(C(=O)N(Cc2sccc2C)C2CCS(=O)(=O)C2)cc1 (stereo unspecified)
31) COc1cc(C(=O)Oc2ccccc2)ccc1OCc1c(C)noc1C
32) CCn1ncc(N(C)N)c(Cl)c1=O
33) COc1ccc(-c2nc(C#N)c(N3CCC(C(N)=O)CC3)o2)cc1OC
34) CN(Cc1ccccc1C#N)S(=O)(=O)c1cccs1
35) Cc1cc(=O)oc2cc(OCC(=O)NCCCN3CCOCC3)ccc12
Compound,22,23,24,25,26,27,28,29,30,31,32,33,34,35
CCT chaperon mod,nt,-1.9,-1.7,1.1,0.5,3.2,-2.6,2.8,-1.5,-24,0.2,-0.8,-7.1,-2.5
pAkt inh,nt,i,i,i,i,i,i,i,i,i,i,nt,i,i
MmCpn inh,nt,nt,2%,nt,1%,1%,-2%,1%,1%,3%,0%,-1%,-5%,nt
Nrf2 block,5%,1%,-10%,?,-2%,1%,nt,1%,2%&7%,-10%,5%,-2%,3%,-12%
Nrf2 activator,29%,-0.9%,1.6%,-0.2%,-0.1%,0.4%,2.8%,-0.9%,-1.0%&1.2%,-0.6%,-0.7%,-0.8%,0.8%,-0.1%
A549 viability,-3%,2%,0%,-1%,7%,5%,4%,3%,-4%&-3%,-12%,2%,-13%,1%,0%
TGFb SMAD3 inh,-3%,1%,8%,-27%,5%,-26%,3%,0%,8%,-4%,-1%,-7%,7%,2%
ATXN viability,i,i,i,i,i,i,i,i,i,i,i,nt,i,i
HepG2 viability,5%,0%,1%,-7%,6%,3%,24%,3%,1%&1%,-6%,-7%,0%,1%,-2%

36) CC(C)[C@H](NC(=O)C1CCN(S(=O)(=O)c2ccc(F)cc2)CC1)C(=O)N1CCCC1
37) O=C(CC1SC(=NCC2CCCO2)NC1=O)Nc1cc([N+](=O)[O-])ccc1Cl (stereo unspecified)
38) Cc1ccccc1C(OCCN(C(C)C)C(C)C)c1ccccc1 (stereo unspecified)
39) CSc1ccc(C(=O)C2CCCN(C(=O)c3ccc4c(c3)no[n+]4[O-])C2)cc1 (stereo unspecified)
40) COc1ccc(S(=O)(=O)N2CCC(C(=O)Nc3cccc(C(C)=O)c3)CC2)cc1
41) O=C(Nc1cc(S(=O)(=O)N2CCOCC2)ccc1Cl)c1cc2ccccc2o1
42) C=Cc1ccc(CC2(C)C(=O)Nc3ccc(Cl)cc32)cc1 (stereo unspecified)
43) CCc1ccc(N2C(=O)C(Cl)=C(Nc3ccc(C(=O)N4CCCC4)cc3)C2=O)cc1
44) CN(C)C=NC(=O)c1cc(C(=O)c2ccc(Cl)cc2Cl)c[nH]1
45) COc1ccc(-c2ccc3c(c2)S(=O)(=O)c2cccc(C(=O)N4CCN(C5CCCCC5)CC4)c2C3=O)cc1OC
46) O=C(O)c1ccc(CSc2ncnc3c2cnn3Cc2ccccc2)cc1
47) COc1ccccc1NC(=O)N(CCN1CCOCC1)Cc1cc2cc(C)cc(C)c2[nH]c1=O
48) NC(=O)COc1c(-c2ccco2)oc2ccccc2c1=O
Compound,36,37,38,39,40,41,42,43,44,45,46,47,48
CCT chaperon mod,-2.9,-0.9,-0.3,0.7,-2.2,1.5,1.5,0.6,-2.8,-1.2,-1.1,-2.8,1.1
pAkt inh,i,i,i,i,i,i,nt,i,i,i,i,i,i
MmCpn inh,2%,0%,3%,0%,0%,1%,nt,-1%,-17%,0%,2%,-9%,-3%
Nrf2 block,8%,-13%,15%,?,-18%,?,nt,4%,-3%,20%,?,?,5%
Nrf2 activator,0.2%,-0.8%,0.5%,0.2%,0.1%,-0.2%,-0.1%,8.9%,0.8%,4.0%,3.2%,-0.7%,6.0%
A549 viability,4%,-1%,3%,-14%,8%,0%,nt,1%,-13%,?,-1%,0%,-5%
TGFb SMAD3 inh,8%,?,4%,?,-31%,7%,4%,12%,-19%,2%,2%,-1%,-2%
ATXN viability,i,i,i,14µM*,i,i,?,i,i,?,i,i,i
HepG2 viability,-3%,0%,-16%,-18%,-26%,0%,-7%,0%,-13%,-15%,-2%,19%,1%

Source: PubChem BioAssay (National Center for Advancing Translational Sciences (NCATS))
